Screening results as filed in PubChem.
GAA inhib: qHTS Assay for Inhibitors of Human alpha-Glucosidase as a Potential Chaperone Treatment of Pompe Disease; purified human GAA, 4-MU-alpha-glucoside fluorescence; Potency, µM (top dose mostly 76.9 µM), for the others: at the top dose activity change, negative = inhibition, actives largely listed as inhibitors; AID 1466, 2008; 200,000 compounds, 0.005% hits; Lysosomal alpha-glucosidase (Homo sapiens), P10253;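 further: plate controls were uninhibited enzyme wells for no effect and no-enzyme background for full effect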
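Endpoint fluorogenic read: 20 min room-temperature reaction of 4 nM human alpha-glucosidase with 400 uM 4-methylumbelliferyl-alpha-D-pyranoside, pH 5.0, quenched with 1M NaOH/1M glycine pH 10. AC50 from Hill modeling.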
JMJD2E inh: qHTS Assay for Inhibitors of Human Jumonji Domain Containing 2E (JMJD2E); 230,000 compounds, 1.6% hits; Potency, µM (series often up to 57.1 µM), for inactives: top-dose activity change, negative = inhibition, usual class: inhibitors; AID 2147, 2009; JMJD2E catalytic domain, FDH-coupled NADH fluorescence (FDH is formaldehyde dehydrogenase); Lysine-specific demethylase 4E (Homo sapiens), B2RXH2; active means well fitted inhibition curve with a large enough effect, not every such curve was filed as active; inconclusive means small, poorly fitted or top-dose-only effect, or another doubt; inactive means no such curve, though single readings can be large or run the other way;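 further: 0% = wells with enzyme and -100% = buffer wells without enzyme; nearly all actives have a fitted effect of over 50% in size; many of its hits are not listed in these tables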
Target sequence (B2RXH2 1-337 limits assumed): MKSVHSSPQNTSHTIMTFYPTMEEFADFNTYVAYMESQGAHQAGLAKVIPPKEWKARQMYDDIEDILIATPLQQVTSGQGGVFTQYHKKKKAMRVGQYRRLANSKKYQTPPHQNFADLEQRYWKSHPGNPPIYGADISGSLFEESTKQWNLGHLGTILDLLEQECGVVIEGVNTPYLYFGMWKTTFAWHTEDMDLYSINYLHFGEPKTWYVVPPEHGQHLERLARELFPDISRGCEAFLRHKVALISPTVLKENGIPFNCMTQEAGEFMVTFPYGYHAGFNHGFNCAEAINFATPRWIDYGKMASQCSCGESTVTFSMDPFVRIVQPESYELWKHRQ
SMN2 splice up: qHTS Assay for Enhancers of SMN2 Splice Variant Expression; HEK293 SMN2-luciferase splicing reporter, luminescence, 30-36 h; Potency, µM (titrated, usually from 46.1 µM), without a hit: top-dose activity change, positive = activation, hits mostly activators; 210,000 compounds, 2.8% hits; AID 1458, 2008; further: % of control where 0% means no effect; nearly all actives have a fitted effect of over 55% in size
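HEK293 cells carry an SMN2 minigene-luciferase reporter in which exon 7 inclusion puts luciferase in frame. Cells were seeded at 2000 cells/well, attached for 10-12 hours, then exposed to compounds for 30-36 hours at 37C before ONE-Glo luminescence.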
RGS12 GoLoco inh: qHTS Assay for Inhibitors of RGS12 GoLoco Motif Activity (Red Fluorophore); Guanine nucleotide-binding protein G(i) subunit alpha-1 (Homo sapiens), P63096; Gai1:RGS12 GoLoco peptide FP, rhodamine, 10 min; Potency, µM (series often up to 61.6 µM), inactives show at the top dose activity, negative = inhibition, actives largely listed as inhibitors; 230,000 compounds, 0.44% hits; AID 880, 2007; active means well fitted inhibition curve with a large enough effect, not every such curve was filed as active; inactive means no such curve, though single readings can be large or run the other way; further: on the % scale 0 is the no-effect control and ±100 the full control effect; nearly all actives have a fitted effect of over 30% in size; many of its hits are not listed in these tables
ALDH1A1 block: qHTS Assay for Inhibitors of Aldehyde Dehydrogenase 1 (ALDH1A1) | AID 1030, 2008 | Potency, µM (titrated, usually from 75.3 µM), for the others: top-dose activity, negative = inhibition, most hits filed as inhibitors | Aldehyde dehydrogenase 1A1 (Homo sapiens), P00352 | Purified ALDH1A1, NADH fluorescence, propionaldehyde substrate | 220,000 compounds, 7.3% hits; active means well fitted inhibition curve with a large enough effect, not every such curve was filed as active; inconclusive means small, poorly fitted or top-dose-only effect, or another doubt; inactive means no such curve, though single readings can be large or run the other way;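 further: plate controls were no enzyme wells and a reference inhibitor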
aGlu spleen mod: qHTS Assay for Inhibitors and Activators of Human alpha-Glucosidase From Spleen Homogenate | Lysosomal alpha-glucosidase (Homo sapiens), P10253 | human spleen homogenate, 4-MU-alpha-glucoside fluorescence | Potency, µM (top dose mostly 79.9 µM), inactives show at the top dose activity change, negative = inhibition, hits mostly inhibitors | 240,000 compounds, 0.006% hits;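 further: 0% = enzyme with vehicle and -100% = no enzyme basal signal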
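Compounds were titrated against alpha-glucosidase in spleen homogenate at pH 5.0, with 1 mM 4-methylumbelliferyl substrate for 40 min at 37 C. Reactions were quenched with pH 10 NaOH/glycine and fluorescence measured.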
GAA glycogen: qHTS Assay for Inhibitors and Activators of Human alpha-Glucosidase Cleavage of Glycogen | Lysosomal alpha-glucosidase (Homo sapiens), P10253 | recombinant GAA, glycogen substrate, Amplex Red glucose oxidase fluorescence | Potency, µM (doses to about 76.4 µM), inactives show at the top dose activity change, negative = inhibition, usual class: inhibitors | 300,000 compounds, 0.38% hits | AID 2100, 2009;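 further: 0% = full enzyme reaction and -100% = no-enzyme basal signal; the screen sought inhibitors and activators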
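Recombinant human alpha-glucosidase (4 nM final) hydrolysed bovine liver glycogen (30 ug) for 40 min at 37 C in pH 5.0 citrate/phosphate with 0.01% Tween-20. Released glucose detected by glucose oxidase/Amplex Red, Ex 573/Em 610 nm. Compounds up to 77 uM; AC50 from Hill fits.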
aGal spleen mod: qHTS Assay for Inhibitors and Activators of Human alpha-Galactosidase From Spleen Homogenate. Potency, µM (top dose mostly 80 µM), inactives show at the highest dose activity change, negative = inhibition, actives largely listed as inhibitors. human spleen homogenate, 4MU-alpha-Gal fluorescence, 40 min. 240,000 compounds, 0.008% hits. AID 2107, 2009;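 further: 0% = enzyme with vehicle and -100% = no enzyme basal signal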
Target sequence (P06280 32-429 limits assumed): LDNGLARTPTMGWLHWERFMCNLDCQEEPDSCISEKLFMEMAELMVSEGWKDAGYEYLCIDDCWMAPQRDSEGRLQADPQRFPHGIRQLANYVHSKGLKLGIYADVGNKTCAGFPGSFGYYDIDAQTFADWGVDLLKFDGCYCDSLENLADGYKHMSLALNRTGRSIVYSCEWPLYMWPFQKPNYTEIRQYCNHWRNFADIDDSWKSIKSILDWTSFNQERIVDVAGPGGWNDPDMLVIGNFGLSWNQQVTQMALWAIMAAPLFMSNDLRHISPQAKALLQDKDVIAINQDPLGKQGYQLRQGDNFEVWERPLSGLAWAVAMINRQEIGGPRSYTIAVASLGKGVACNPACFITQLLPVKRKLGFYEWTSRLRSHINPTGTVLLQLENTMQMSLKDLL
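Spleen homogenate 1 ug + cpd (titration) + 4-MU-alpha-D-galactopyranoside 1 mM; 37C 40 min; 50 mM citrate/phosphate pH 5.0, 0.01% Tween-20; stop pH 10; fluorescence 365/440; AC50 via Hill.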
Active calls of the source: *; ? = inconclusive; nt = not tested or not shown; [ ] = remark or other dose. Unless noted, the call rests on the fitted dose curve; in most records, active means well fitted curve in the direction sought with a large enough effect; inconclusive means small, poorly fitted or top-dose-only effect, or another doubt; inactive means no such curve, though single readings can be large; an effect the other way counts as inactive or inconclusive. Potency means the concentration at half of the fitted maximal effect.

SMILES	GAA inhib	JMJD2E inh	SMN2 splice up	RGS12 GoLoco inh	ALDH1A1 block	aGlu spleen mod	GAA glycogen	aGal spleen mod
CCCn1nc(C(=O)Nc2ccc(S(=O)(=O)Nc3ncccn3)cc2)c2ccccc2c1=O	nt	-11%	nt	27%	nt	7%	-2%	12%
NS(=O)(=O)c1ccc(CCNC(=O)c2ccc([N+](=O)[O-])cc2[N+](=O)[O-])cc1	?	8%	14%	1%	9%	-15%	-9%	-4%
COc1ccc(CCN(Cc2cc3cccc(C)c3n3nnnc23)C(=O)c2ccncc2)cc1OC	-1%	-20%	-2%	1%	2%	7%	0%	9%
O=C(Nc1ccc2c(c1)C(=O)N(CC1CCCO1)C2=O)c1ccccc1Br (stereo unspecified)	-13%	?	-1%	-6%	?	-3%	0%	-7%
CC1CC(C)CN(C(=O)CCNS(=O)(=O)c2ccc3c(c2)CCC(=O)N3)C1 (stereo unspecified)	0%	13%	-9%	1%	4%	0%	3%	-1%
OC(COc1ccc2c(c1)OCO2)CN1CCN(c2ccc(F)cc2)CC1 (stereo unspecified)	1%	-14%	-18%	3%	?	-1%	18%	-5%
CCc1nnc(NS(=O)(=O)c2ccc(NC(=O)c3ccc(Cl)cc3)cc2)s1	-5%	-5%	-12%	1%	-4%	nt	7%	0%
COc1cccc2c1OC(=O)CC2c1ccccc1C (stereo unspecified)	nt	nt	nt	-8%[88.7 µM]	-11%[120 µM]	-21%[119 µM]	nt	-5%[119 µM]
Cc1cn(S(=O)(=O)c2ccc(Cl)cc2)c(C)n1	6%	-11%	nt	10%	21%	-5%	-11%	-7%
O=C(Nc1ccc(C(=O)O)cc1)/C(=C\c1ccc2c(c1)OCO2)NC(=O)c1ccc(Br)o1	-6%	-5%	16%	6%	9%	3%	-4%	6%
Cc1cccc(-n2ncc3c(Nc4ccc(F)cc4)ncnc32)c1	0%	-26%	11µM*	0%	-1%	4%	0%	7%
C=CCN1c2ccccc2[C@]23C[C@@H](C(=O)OC)N(C(=O)c4cc(C)oc4C)C2=NC(C(=O)OC)=C(C(=O)OC)[C@H]13	nt	-2%[11.4 µM]	11%[9.22 µM]	-5%[14.2 µM]	11%[13.5 µM]	9%[17.4 µM]	-9%	13%[17.5 µM]
CC(C)C1N(C(N)=S)N=CC1(C)C (stereo unspecified)	nt	1%	nt	7%	nt	0%	2%	4%
Fc1ccc(-c2nnc3sc(C4COc5ccccc5O4)nn23)cc1 (stereo unspecified)	-9%	-5%	-13%	-3%	1%	-10%	-10%	-1%
Cc1[nH]c2ccccc2c1CCN(Cc1cccnc1)C(=S)Nc1cccc(F)c1	-6%	-1%	-25%	10%	2%	-25%	-11%	-1%
O=C(Cc1cccc2ccccc12)N/N=C/C=C/c1cccc([N+](=O)[O-])c1	3%	-3%	nt	nt	7%	-6%	7%	2%
COc1ccc2[nH]c(=O)c(CN(C(=O)C3CCCO3)c3ccc(C)cc3)cc2c1 (stereo unspecified)	10%	?	nt	nt	?	3%	-14%	5%
CCOC(=O)/C(=N\Nc1cc(Cl)ccc1Cl)N1CC(C)OC(C)C1 (stereo unspecified)	nt	2%	nt	3%	nt	11%	?	3%
CC(C)(C)c1ccccc1NC(=S)NC1CCCCC1	6%	-5%	-7%	5%	-1%	-3%	-10%	-2%
COc1ccc(C2CC(=O)Oc3cc(C)c(Cl)c(C)c32)cc1 (stereo unspecified)	nt	nt	nt	8%[88.7 µM]	?	11%[119 µM]	nt	10%[119 µM]
Cc1ccc(OCc2ccc(C(=O)NCC3CCCO3)cc2)cc1 (stereo unspecified)	-1%	8%	-1%	-13%	2%	5%	3%	2%
CCc1ccc(N2C(=O)C3C(C2=O)N2CCCN2C3c2ccccc2)cc1 (stereo unspecified)	nt	-3%	nt	1%	nt	4%	-15%	-2%
Cc1ccc(C(=O)OCC(=O)Nc2ccc(N(C)C)cc2)cc1NC(=O)c1ccco1	-1%	4%	-34%	-18%	12µM*	5%	-8%	6%
c1ccc(Oc2cccc(NC3=NCCC3)c2)cc1	1%	-2%	1%	10%	9%	4%	5%	5%
COC(=O)c1cc(=O)n(-c2ccc(C(F)(F)F)cc2)[nH]1	-20%	-3%	nt	11%	15%	-17%	1%	-11%
CCn1cc(C(=O)NCc2ccccc2OC)c(=O)c2ccc(C)nc21	-8%	4%	-9%	-7%	?	5%	6%	11%
COc1ccc(S(=O)(=O)N2CCC(C(=O)N3CCN(c4ccccc4OC)CC3)CC2)cc1	-1%	9%	-7%	3%	1%	-9%	1%	9%
CC(=O)N(C)c1nc(-c2ccc(Cl)cc2)cs1	0%	-1%	-7%	3%	1%	-3%	6%	2%
CC(SCCc1ccccn1)C(=O)O (stereo unspecified)	-8%	-4%	7%	2%	6%	-3%	3%	0%
ON1C(c2ccc(Cl)cc2Cl)N(O)[C@H]2CCCC[C@H]21 (stereo partly specified)	-3%	-7%	-9%	-7%	2%	-12%	?	-19%

Eleven entries from above, in markdown:
| smiles | GAA inhib | JMJD2E inh | SMN2 splice up | RGS12 GoLoco inh | ALDH1A1 block | aGlu spleen mod | GAA glycogen | aGal spleen mod |
| --- | --- | --- | --- | --- | --- | --- | --- | --- |
| O=C(Cc1cccc2ccccc12)N/N=C/C=C/c1cccc([N+](=O)[O-])c1 | 3% | -3% | nt | nt | 7% | -6% | 7% | 2% |
| COc1ccc2[nH]c(=O)c(CN(C(=O)C3CCCO3)c3ccc(C)cc3)cc2c1 (stereo unspecified) | 10% | ? | nt | nt | ? | 3% | -14% | 5% |
| CCOC(=O)/C(=N\Nc1cc(Cl)ccc1Cl)N1CC(C)OC(C)C1 (stereo unspecified) | nt | 2% | nt | 3% | nt | 11% | ? | 3% |
| CC(C)(C)c1ccccc1NC(=S)NC1CCCCC1 | 6% | -5% | -7% | 5% | -1% | -3% | -10% | -2% |
| COc1ccc(C2CC(=O)Oc3cc(C)c(Cl)c(C)c32)cc1 (stereo unspecified) | nt | nt | nt | 8%[88.7 µM] | ? | 11%[119 µM] | nt | 10%[119 µM] |
| Cc1ccc(OCc2ccc(C(=O)NCC3CCCO3)cc2)cc1 (stereo unspecified) | -1% | 8% | -1% | -13% | 2% | 5% | 3% | 2% |
| CCc1ccc(N2C(=O)C3C(C2=O)N2CCCN2C3c2ccccc2)cc1 (stereo unspecified) | nt | -3% | nt | 1% | nt | 4% | -15% | -2% |
| Cc1ccc(C(=O)OCC(=O)Nc2ccc(N(C)C)cc2)cc1NC(=O)c1ccco1 | -1% | 4% | -34% | -18% | 12µM* | 5% | -8% | 6% |
| c1ccc(Oc2cccc(NC3=NCCC3)c2)cc1 | 1% | -2% | 1% | 10% | 9% | 4% | 5% | 5% |
| COC(=O)c1cc(=O)n(-c2ccc(C(F)(F)F)cc2)[nH]1 | -20% | -3% | nt | 11% | 15% | -17% | 1% | -11% |
| CCn1cc(C(=O)NCc2ccccc2OC)c(=O)c2ccc(C)nc21 | -8% | 4% | -9% | -7% | ? | 5% | 6% | 11% |

Later entries.
SMILES	GAA inhib	JMJD2E inh	SMN2 splice up	RGS12 GoLoco inh	ALDH1A1 block	aGlu spleen mod	GAA glycogen	aGal spleen mod
O=C(NC(=S)NCC1CCCO1)c1ccccc1Br (stereo unspecified)	-2%	7%	2%	0%	-2%	4%	-4%	8%
Cc1onc(-c2ccccc2Cl)c1C(=O)N1CCN(c2cccc(Cl)c2)CC1	?	-7%	-62%[inhibitor]	19%	?	-1%	9%	-2%
O=C(c1ccco1)c1nc2c(n1O)CCCCC2	0%	0%	?	8%	0%	-4%	5%	-1%
CN1C(C)(C)CC(=NOC(=O)c2ccccc2)CC1(C)C	2%	-3%	18%	9%	9%	-7%	-9%	-1%
COc1ccc(F)cc1S(=O)(=O)N1CCN(Cc2ccc3c(c2)OCO3)CC1	-3%	-2%	5%	13%	-13%	-5%	-7%	-18%
Cc1sc2c(c1C)CN(Cc1ccncc1)CN2C(=O)c1ccco1	0%	?	-6%	85%[activator]	25µM*	-5%	?	2%
CCOC(=O)Cn1c(=O)oc2cc(S(=O)(=O)N3CCN(c4ccccn4)CC3)ccc21	-2%	-10%	-16%	8%	-11%	6%	18%	0%
Cn1c(SCc2cccc3ccccc23)nnc1-c1ccco1	-2%	-6%	-4%	0%	?	-3%	1%	-1%
CSc1nnc(-c2ccc(O)cc2)n1C	-2%	-1%	-6%	5%	21%	-3%	7%	-4%
O=C(c1ccc(Br)o1)N(c1ccccn1)C1CCCCC1	8%	-3%	-52%[inhibitor]	16%	-6%	2%	1%	2%
O=Cc1ccc(-c2ccccc2C(=O)O)o1	?	?	nt	7%	-10%	-5%	-11%	0%
Cc1ccc(CNC(=O)c2c(C)cc(=O)oc2C)cc1	4%	-2%	-11%	1%	-8%	-27%	1%	-18%
COc1cc(/C=N/N2C(=O)CSC2=S)cc(Br)c1O	0%	?	11%	304%[activator]	?	-21%	?	-1%

Not all compounds are listed (hit frequency here may not be typical).
